Screening results from PubChem.
AMA1 RON2 block: disrupts binding of P. falciparum AMA1 to RON2; 0.2% of 360,000 active; AlphaScreen AMA1-biotinylated RON2 peptide binding; Potency, µM (doses to about 58.2 µM), for inactives: top-dose activity change, negative = inhibition, usual class: inhibitors;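 also: potency is read from the fitted curve at half-maximal effect; 0% = vehicle wells and -100% = peptide control; nearly all actives have a fitted effect of over 45% in size; some results filed as inactive show a strong effect at the top dose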
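AMA1 (3D7) with his tag at 25 nM final met compounds first, then biotinylated RON2 peptide at 25 nM; detection used donor plus acceptor beads, 10 µg/mL apiece, read by AlphaScreen after 30 min at room temperature.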
HCMV antiviral: blocks human cytomegalovirus replication | activity change, negative = inhibition, % at 57.5 µM | 4.5% of 410,000 active | AID 1259415 | HFF cells, HCMV-luciferase reporter, 72 h; hits give low values; in the data active = activity change below about -60%; inconclusive = no clear call, values can overlap the other calls; inactive = above about -39%
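After 16 h attachment at 37C, HFF cells received test compound and HCMV-luciferase (1 PFU/cell); reporter luminescence read 72 h later, data normalized against buffer-only and known inhibitor Salinomycin.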
AmpC no deterg: AmpC beta-lactamase inhibition without detergent; P00811; AmpC nitrocefin hydrolysis, absorbance 480 nm, 0.0001% Triton; Potency, µM (doses to about 57.1 µM), for inactives: at the top dose activity change, negative = inhibition, most hits filed as inhibitors; 0.52% of 330,000 active; AID 485341;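 also: potency is read from the fitted curve at half-maximal effect; plate controls were no compound for no effect and no enzyme for full effect; nearly all actives have a fitted effect of over 20% in size; some results filed as inactive show a strong effect at the top dose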
Target sequence (P00811 whole entry, looked up): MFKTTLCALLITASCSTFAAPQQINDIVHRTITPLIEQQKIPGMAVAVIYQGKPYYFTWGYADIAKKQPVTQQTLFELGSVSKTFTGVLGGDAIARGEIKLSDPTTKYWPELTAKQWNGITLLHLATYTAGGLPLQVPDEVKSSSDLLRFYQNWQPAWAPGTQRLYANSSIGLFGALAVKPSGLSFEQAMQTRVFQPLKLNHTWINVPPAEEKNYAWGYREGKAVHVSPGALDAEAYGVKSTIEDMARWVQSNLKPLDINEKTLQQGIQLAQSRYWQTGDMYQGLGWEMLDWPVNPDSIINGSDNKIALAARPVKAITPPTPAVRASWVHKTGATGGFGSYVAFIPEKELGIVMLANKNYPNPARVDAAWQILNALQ
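20 mM phosphate pH 7.0 + 0.01% (detergent screen) or 0.0001% Triton X-100; 5.3 nM AmpC reagent; cpd preinc 15 min RT; nitrocefin (800 uM stock) to start; A480 q20 s × 4 min; Activity was normalised to no-enzyme and no-compound control wells.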
Giardia FBPA inh: blocks Giardia fructose-bisphosphate aldolase activity; A8B2U2; purified Giardia FBPA; Potency, µM (top dose mostly 59.6 µM), for the others: at the highest dose activity, negative = inhibition, usual class: inhibitors; 0.71% of 290,000 active; also: potency is read from the fitted curve at half-maximal effect; nearly all actives have a fitted effect of over 55% in size
Target sequence (A8B2U2 whole entry, looked up): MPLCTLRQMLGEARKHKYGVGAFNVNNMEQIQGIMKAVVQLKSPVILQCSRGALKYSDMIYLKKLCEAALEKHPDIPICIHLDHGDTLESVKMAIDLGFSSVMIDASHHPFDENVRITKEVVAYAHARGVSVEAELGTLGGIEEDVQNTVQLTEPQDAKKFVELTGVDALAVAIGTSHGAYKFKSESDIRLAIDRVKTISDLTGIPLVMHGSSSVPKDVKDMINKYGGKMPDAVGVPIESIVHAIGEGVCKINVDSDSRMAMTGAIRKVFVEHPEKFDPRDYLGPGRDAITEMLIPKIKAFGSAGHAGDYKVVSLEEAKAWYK
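40 nM FBPA preincubated 10 min at RT with compound (up to 57.5 uM final), then substrate plus GAPDH/TPI/NAD/arsenate coupling and diaphorase/resazurin added. Fluorescence read after 20 min at RT, 525/598 nm.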
AmpC detergent: inhibitors of E. coli AmpC beta-lactamase with detergent. P00811. AmpC hydrolysis of nitrocefin, absorbance 480 nm, 0.01% Triton. Potency, µM (titrated, usually from 114 µM), for the others: top-dose activity change, negative = inhibition, most hits filed as inhibitors. 0.041% of 370,000 active. AID 485294;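 also: potency is read from the fitted curve at half-maximal effect; 0% = no-compound wells and -100% = no-enzyme wells; nearly all actives have a fitted effect of over 25% in size; some results filed as inactive show a strong effect at the top dose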
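20 mM phosphate pH 7.0 + 0.01% (detergent screen) or 0.0001% Triton X-100; 5.3 nM AmpC reagent; cpd preinc 15 min RT; nitrocefin (800 uM stock) to start; A480 q20 s × 4 min; Activity was normalised to no-enzyme and no-compound control wells.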
Sm TGR block: inhibitors of Schistosoma mansoni thioredoxin glutathione reductase | 3% of 360,000 active | Q962Y6 | Potency, µM (top dose mostly 114 µM), for the others: top-dose activity change, negative = inhibition, usual class: inhibitors | purified TGR, DTNB reduction, TNB absorbance 405 nm; also: potency is read from the fitted curve at half-maximal effect; nearly all actives have a fitted effect of over 60% in size
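Kinetic colorimetric format: TGR-catalysed, NADPH-driven DTNB reduction monitored via TNB absorbance. Enzyme dispensed at 20 nM; compound exposure 15 min at room temperature before reaction start.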
* = called active by the depositor; u = inconclusive; x = not tested or not shown; [ ] = dose if it differs, or a comment. Unless noted, calls follow the shape of the dose curve; as a rule, active = well fitted curve in the direction sought with a large enough effect; inconclusive = small, poorly fitted or top-dose-only effect, or another doubt; inactive = no such curve, though single readings can be large; an effect the other way counts as inactive or inconclusive. Unless noted, % is scaled to controls: 0 for no effect and ±100 for the full control effect. The order is random; overall some 7.8% were active at least once.

[1] S=C(NCc1ccc(Cl)cc1)NC12CC3CC(CC(C3)C1)C2
[2] O=C(N/N=C/c1cccc(O)c1)c1ccc(NC(=O)c2cccc([N+](=O)[O-])c2)cc1
[3] S=C1NCCOCCNC(=S)NCCOCCOCCOCCN1
[4] Cc1ccccc1NC(=O)CCN1CCN(CCO)CC1
[5] CC(C)c1[nH]nc2c1C(C1C=CCCC1)C(C#N)=C(N)O2 (stereo unspecified)
[6] Cc1onc(-c2ccccc2Cl)c1C(=O)N1CCCCC1C (stereo unspecified)
assay / entry,1,2,3,4,5,6
AmpC no deterg,-42%,-49%,-5%,9%,-23%,2%
Giardia FBPA inh,-1%,-4%,4.5µM*,-20%,3%,x
AmpC detergent,-9%,5%,-12%,-10%,1%,-9%
Sm TGR block,13%,10%,3%,11%,-23%,-12%
AMA1 RON2 block,35%[activator],10%,24%,37%[activator],-6%,17%
HCMV antiviral,-100*,-20,-2,-5,-11,-1

[7] N/C(=N\c1nc2ccccc2o1)NC(=O)c1ccc(Cl)cc1
[8] O=C(Nc1ccc(C(=O)OCc2cc(=O)n3c4c(sc3n2)CCCC4)cc1)c1cccc(F)c1
[9] CCOc1ccc(-n2c(-c3ccccc3)nnc2-c2ccccc2)cc1
[10] CCOC(=O)CN(C(=O)CSc1nnc(CNc2ccc(F)cc2)n1CC)c1ccc(F)cc1
[11] CCN(CC)S(=O)(=O)c1cccc(C(=O)N/N=C/c2ccc(OC)c(O)c2)c1
[12] Cc1ccc(N(CC(O)CN2CCOCC2)S(=O)(=O)c2ccc3ccccc3c2)cc1 (stereo unspecified)
assay / entry,7,8,9,10,11,12
AmpC no deterg,-29%,x,3%,98%[activator],-10%,180%[activator]
Giardia FBPA inh,7%,x,7%,0%,3%,-1%
AmpC detergent,2%,-6%,u,u,-12%,-2%
Sm TGR block,-1%,10%,12%,-16%,-12%,-30%
AMA1 RON2 block,95%[activator],x,-5%,-14%,-17%,-1%
HCMV antiviral,-34,-4,-19,19,u,16

[13] Cc1cc(C)nc(SCc2ccccc2C#N)n1
[14] COC(=O)C1=C(c2ccc(OC(F)(F)F)cc2)C[C@@H]2CC[C@H]1N2C(=O)NC1CCCCC1
[15] S=c1[nH]nc(-c2cc(-c3ccco3)[nH]n2)n1-c1ccccc1
[16] CCc1ccc(NC(=O)C2CCCN(S(=O)(=O)c3ccc(F)cc3)C2)cc1 (stereo unspecified)
[17] Cc1ccc(C(C)C)c(OCCN2CCc3ccccc3C2)c1
[18] COc1ccc(C(=O)Nc2ccccc2C(=O)Nc2cc(C)ccn2)cc1
assay / entry,13,14,15,16,17,18
AmpC no deterg,-4%,119%[activator],-24%,x,46%,-7%
Giardia FBPA inh,5%,x,-9%,x,u,6%
AmpC detergent,-3%,2%,-8%,15%,u,u
Sm TGR block,5%[11.4 µM],u,-15%,4%,-1%,-20%
AMA1 RON2 block,14%,21%,89%[activator],x,-14%,-1%
HCMV antiviral,11,-22,4,7,13,108

5 compounds from above with just Sm TGR block and AmpC detergent.
No. | Compound | Sm TGR block | AmpC detergent
13 | Cc1cc(C)nc(SCc2ccccc2C#N)n1 | 5%[11.4 µM] | -3%
14 | COC(=O)C1=C(c2ccc(OC(F)(F)F)cc2)C[C@@H]2CC[C@H]1N2C(=O)NC1CCCCC1 | u | 2%
15 | S=c1[nH]nc(-c2cc(-c3ccco3)[nH]n2)n1-c1ccccc1 | -15% | -8%
16 | CCc1ccc(NC(=O)C2CCCN(S(=O)(=O)c3ccc(F)cc3)C2)cc1 (stereo unspecified) | 4% | 15%
17 | Cc1ccc(C(C)C)c(OCCN2CCc3ccccc3C2)c1 | -1% | u

(further entries)
[19] C=C1CC[C@H](O)C/C1=C/C=C1\CCC[C@]2(C)[C@@H]([C@H](C)/C=C/[C@H](C)C(C)C)CC[C@@H]12
[20] O=C(CCNC(=O)c1ccco1)Nc1nc2ccccc2s1
[21] CCC(C(=O)OCC(=O)Nc1ccc(C)c(S(=O)(=O)N2CCOCC2)c1)c1ccccc1 (stereo unspecified)
[22] O=C(C[n+]1cc(-c2ccc(Cl)cc2)n2c1CCC2)N1c2ccccc2Sc2ccccc21
[23] CCCSc1ccc([C@H]2N[C@@](Cc3ccccc3)(C(=O)OC)[C@H]3C(=O)N(C)C(=O)[C@@H]23)cc1
[24] Cc1cccc(NC(=O)c2ccc3c(c2)C(=O)N(Cc2cccnc2)C3=O)c1C
assay / entry,19,20,21,22,23,24
AmpC no deterg,73%[activator],11%,30%,82%[activator],64%[activator],-6%
Giardia FBPA inh,x,x,x,10%,x,x
AmpC detergent,u,-4%,u,u,x,-1%
Sm TGR block,u,-9%,-4%,-2%,x,2%
AMA1 RON2 block,10%,-9%,-14%,-3%,8%,8%
HCMV antiviral,52,53,-27,-26,-16,-15

[25] CCOc1cc(OCC)c(C(C)=O)cc1OCC
[26] O=C(O)c1ccc(NS(=O)(=O)c2ccc3c(c2)C(=O)c2cc(S(=O)(=O)Nc4ccc(C(=O)O)cc4)ccc2-3)cc1
[27] O=C(c1ccc(N2CCCC2=O)cc1)N1CCN(c2ccccc2F)CC1
[28] Cn1cccc1CNCCc1ccccc1F
[29] COc1cc(-c2nc(S(=O)(=O)c3ccccc3)c(N3CCOCC3)o2)cc(OC)c1OC
[30] Cc1cc(C)cc(NC(=S)Nc2cccc3ccccc23)c1
assay / entry,25,26,27,28,29,30
AmpC no deterg,7%,-39%,3%,-14%,-12%,-5%
Giardia FBPA inh,x,u,x,-13%,-12%,x
AmpC detergent,-6%,-4%,3%,3%,-3%,-4%
Sm TGR block,-6%,-7%,-19%,-30%,-33%,-12%
AMA1 RON2 block,-6%,-13%,-2%,-23%,1%,85%[activator]
HCMV antiviral,10,-16,18,-31,64,u

[31] COc1nc(-c2ccccc2)ccc1-c1noc(-c2ccco2)n1
[32] O=C(Cn1cnc2ccccc21)c1ccc(Cl)cc1
[33] CCCCOc1ccc(S(=O)(=O)n2nc(C)c(S(=O)(=O)N3CCCCCC3)c2C)cc1
[34] O=C(C1CCC1)N1CCCc2cc(S(=O)(=O)N3CCN(c4cccc(Cl)c4)CC3)ccc21
[35] CCOC(=O)CC(=O)CSc1nc2ccc(OC)cc2cc1C
[36] COc1ccc(NC(=O)Nc2nnc(-c3ccccc3F)s2)cc1
assay / entry,31,32,33,34,35,36
AmpC no deterg,-7%,14%,x,x,-19%,-6%[11.4 µM]
Giardia FBPA inh,5%,7%,x,x,-6%,-1%
AmpC detergent,0%,-12%,19%,5%,-6%,-11%
Sm TGR block,-2%,3%,2%,5%,x,-19%
AMA1 RON2 block,0%,-11%,x,x,14%,28%
HCMV antiviral,61,-5,-8,-9,-18,13

5 of these compounds in a different format:
item	Molecule	AmpC no deterg	Giardia FBPA inh	AmpC detergent	Sm TGR block	AMA1 RON2 block	HCMV antiviral
27	O=C(c1ccc(N2CCCC2=O)cc1)N1CCN(c2ccccc2F)CC1	3%	x	3%	-19%	-2%	18
28	Cn1cccc1CNCCc1ccccc1F	-14%	-13%	3%	-30%	-23%	-31
29	COc1cc(-c2nc(S(=O)(=O)c3ccccc3)c(N3CCOCC3)o2)cc(OC)c1OC	-12%	-12%	-3%	-33%	1%	64
30	Cc1cc(C)cc(NC(=S)Nc2cccc3ccccc23)c1	-5%	x	-4%	-12%	85%[activator]	u
31	COc1nc(-c2ccccc2)ccc1-c1noc(-c2ccco2)n1	-7%	5%	0%	-2%	0%	61
